FXIa inh 1536 = inhibitors of human coagulation factor XIa | P03951 | purified FXIa, Boc-Glu-Ala-Arg-AMC fluorogenic substrate | inhibition, % at 5 µM | 220,000 compounds, 0.14% hits;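 active means inhibition of at least 40%; inactive means inhibition below 40%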;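 further: fluorescence of freed AMC excited at 355 nm; 0% = enzyme without compound and 100% = no enzyme blank; many of its hits are not listed in these tables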
FXIIa inh = blocks human coagulation factor XIIa protease activity | AID 800 | purified FXIIa, Boc-QGR-AMC fluorogenic substrate, 2 h | 220,000 compounds, 0.3% hits | inhibition, % at 5 µM | P00748; in the data active means inhibition above about 40%;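 further: 0% = enzyme with no compound and 100% = blank without enzyme; many of its hits are not listed in these tables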
Target sequence (P00748 20-372 limits assumed): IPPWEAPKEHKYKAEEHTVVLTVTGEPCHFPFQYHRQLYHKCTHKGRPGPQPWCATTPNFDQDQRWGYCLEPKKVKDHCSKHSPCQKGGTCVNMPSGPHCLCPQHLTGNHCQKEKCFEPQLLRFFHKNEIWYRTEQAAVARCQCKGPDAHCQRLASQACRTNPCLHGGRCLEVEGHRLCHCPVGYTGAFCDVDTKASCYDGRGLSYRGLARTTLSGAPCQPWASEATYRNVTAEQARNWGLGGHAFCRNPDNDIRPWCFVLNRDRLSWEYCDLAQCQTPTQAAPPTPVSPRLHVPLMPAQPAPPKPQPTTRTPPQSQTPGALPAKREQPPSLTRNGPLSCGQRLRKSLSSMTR
Target sequence (P00748 373-615 limits assumed): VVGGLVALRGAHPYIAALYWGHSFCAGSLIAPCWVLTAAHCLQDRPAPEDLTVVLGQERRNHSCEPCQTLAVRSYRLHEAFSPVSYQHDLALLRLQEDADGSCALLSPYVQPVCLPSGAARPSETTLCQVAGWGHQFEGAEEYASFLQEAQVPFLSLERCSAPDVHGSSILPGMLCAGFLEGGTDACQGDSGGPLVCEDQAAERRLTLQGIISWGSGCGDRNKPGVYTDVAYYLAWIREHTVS
zVAD death inh = blocks zVAD induced death of L929 cells | L929 zVAD necroptosis rescue, ATP luminescence, 24 h; with zVAD 60 µM | viability rescue, % at 10 µM | 220,000 compounds, 0.38% hits | AID 1377;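 active means activation, scaled between plate controls, above about 75%, limit read from the data; inactive means activation under that limit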;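 further: 0% = zVAD with DMSO and 100% = DMSO alone without zVAD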
Thrombin inh = inhibitors of human thrombin. 220,000 compounds, 0.26% hits. P00734. alpha-thrombin, Boc-VPR-AMC fluorogenic substrate cleavage. inhibition, % at 5 µM;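 active means inhibition at or above 40%; inactive means inhibition below 40%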;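 further: 0% = enzyme with no compound and 100% = wells without enzyme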
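signal = AMC fluorescence, 355/460 nm | material = human alpha-thrombin enzyme | control set = enzyme without compound as high, wells lacking enzyme as low | times = reaction at room temperature | read-out basis = percent inhibition scaled between no-compound controls and no-enzyme blanks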
Rad51 HR inh = Rad51 (human) homologous recombination inhibition; Q06609; hRad51 DNA strand exchange, fluorescence dequenching; inhibition, % at 10 µM; 200,000 compounds, 0.085% hits; AID 1385;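 active means inhibition above 40% at the single screening dose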;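 further: 0% = DMSO control wells and 100% = blanks with heterologous ssDNA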
Target sequence (Q06609 whole entry, looked up): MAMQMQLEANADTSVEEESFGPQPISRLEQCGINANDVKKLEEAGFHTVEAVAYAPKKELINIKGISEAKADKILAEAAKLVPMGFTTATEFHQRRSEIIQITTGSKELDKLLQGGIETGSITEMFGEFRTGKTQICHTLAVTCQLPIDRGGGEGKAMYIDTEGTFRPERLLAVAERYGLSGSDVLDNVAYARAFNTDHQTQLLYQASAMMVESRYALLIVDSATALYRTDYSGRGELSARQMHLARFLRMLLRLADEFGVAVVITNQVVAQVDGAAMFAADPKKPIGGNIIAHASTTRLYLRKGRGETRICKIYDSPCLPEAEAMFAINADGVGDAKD
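Material: Human Rad51 nucleoprotein filaments preassembled on unlabelled ssDNA | Also added: Labelled 47-mer dsDNA for strand exchange | Dosing: Single dose, 10 µM final compound | Schedule: 30-min compound preincubation and 15-min exchange, both room temperature | Technique: Fluorescence dequenching at 485/520 nm | Measure: Percent inhibition relative to plate controls and blanks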
KLK5 inh = kallikrein 5 (human) inhibition; Q9Y337; recombinant hK5, fluorogenic AMC substrate cleavage; inhibition, % at 5 µM; 210,000 compounds, 0.59% hits;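 active means inhibition of 40% or more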;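 further: 0% = enzyme controls without compound and 100% = no-enzyme blanks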
TNF necrop inh = blocks TNF-alpha induced death of Jurkat FADD-/- cells. Jurkat FADD-/- TNF necroptosis rescue, ATP luminescence, 24 h; 0 = TNF only, 100 = no-TNF cells. activation (protection from cell death), % at 10 µM. 220,000 compounds, 0.068% hits. AID 463075;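 active means activation, meaning protection from cell death, of at least 50% relative to plate controls; inactive means activation below 50%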;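 further: necroptosis triggered by 40 ng/mL TNF-alpha added together with compound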
Cl transport mod = KCC2 (human) Cl- transport modulation | KCC2 cells, thallium flux FluoZin-2 fluorescence | B-score of Tl+ flux slope (higher = more flux/activation; lower = inhibition) at 10 µM | 190,000 compounds, 2.2% hits;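 active means thallium flux slope and its plate-corrected score both differing from the plate sample mean at a set confidence after two filtering rounds, in either direction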;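 further: slope of fluorescence scaled to starting intensity during 10 to 20 s after thallium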
Hck Nef HTS = human Hck-Nef kinase inhibition; 220,000 compounds, 0.68% hits; inhibition, % at 20 µM; P08631; Recombinant Hck-YEEI plus Nef, Z-Lyte FRET kinase assay;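 active means Hck-Nef kinase inhibition above about 50%, limit read from the data; inactive means inhibition below that limit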;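 further: 0% = DMSO with Hck plus Nef and 100% = Hck alone without Nef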
Numbers without * were called inactive; . = no result given. Some of the compounds tested; rates above refer to the full screens.

SMILES	FXIa inh 1536	FXIIa inh	zVAD death inh	Thrombin inh	Rad51 HR inh	KLK5 inh	TNF necrop inh	Cl transport mod	Hck Nef HTS
COc1cccc(NC(=O)CN(C)C(=O)COc2ccc3ccccc3c2)c1	8	12	3.1	-5	-5	-1	0.6	-0.075	0
O=C(COC(=O)Cn1cnc2ccccc2c1=O)Nc1ccc2c(c1)OCO2	11	14	0.2	-7	-7	-8	-1.1	-2.4	15
C/C(=C1\SC(N2CCOCC2)=NC1=O)c1ccccc1	3	8	1.5	-6	-1	-25	-0.2	-0.4	-2
COc1ccccc1NC(=O)c1ccc(CS(=O)(=O)c2ccc(C)cc2)cc1	3	11	-0.3	1	.	.	0.7	-0.031	1
CN1C(N)=NC(=O)/C1=C/c1ccccc1F	-6	8	11	-4	-3	1	0.6	-0.038	26
O=C(Nc1cccc(C(F)(F)F)c1)Oc1ccccc1N1CCOCC1	-6	0	0.9	-8	3	-3	1.0	0.45	10
CCC(C)(C)NC(=O)CN(C(=O)CCC(=O)Nc1ccccn1)c1ccc(F)c(Cl)c1	-6	-7	-0.7	-13	-22	-25	-0.3	0.99	3
CCC(=O)Nc1c2c(nn1-c1ccc(OC)cc1)CS(=O)C2 (stereo unspecified)	0	16	0.5	-3	1	-12	0.9	0.05	0
c1ccc(-c2nc(-c3ccccn3)nc(-c3ccccn3)n2)nc1	-3	6	0.2	-2	15	-4	-9.9	.	20
Cc1ccc(-c2nnc(OCc3cccnc3)c3ccccc23)cc1	-4	5	4.4	1	6	2	6.4	0.044	20

Four entries from above, with bars between the fields:
compound | FXIa inh 1536 | FXIIa inh | zVAD death inh | Thrombin inh | Rad51 HR inh | KLK5 inh | TNF necrop inh | Cl transport mod | Hck Nef HTS
COc1cccc(NC(=O)CN(C)C(=O)COc2ccc3ccccc3c2)c1 | 8 | 12 | 3.1 | -5 | -5 | -1 | 0.6 | -0.075 | 0
CCC(=O)Nc1c2c(nn1-c1ccc(OC)cc1)CS(=O)C2 (stereo unspecified) | 0 | 16 | 0.5 | -3 | 1 | -12 | 0.9 | 0.05 | 0
O=C(COC(=O)Cn1cnc2ccccc2c1=O)Nc1ccc2c(c1)OCO2 | 11 | 14 | 0.2 | -7 | -7 | -8 | -1.1 | -2.4 | 15
COc1ccccc1NC(=O)c1ccc(CS(=O)(=O)c2ccc(C)cc2)cc1 | 3 | 11 | -0.3 | 1 | . | . | 0.7 | -0.031 | 1

Remaining list, next part
SMILES	FXIa inh 1536	FXIIa inh	zVAD death inh	Thrombin inh	Rad51 HR inh	KLK5 inh	TNF necrop inh	Cl transport mod	Hck Nef HTS
Cc1onc(-c2ccccc2Cl)c1C(=O)Nc1nnc(-c2ccc(F)cc2)s1	4	9	0.0	-4	6	1	-0.1	-0.41	18
COc1ccc(CNC(=O)CSc2ncn[nH]2)cc1	9	9	0.2	-1	3	-3	-2.5	.	2
CC1CCc2nn(CC(=O)NCCN3CCOCC3)cc2C1 (stereo unspecified)	3	13	0.4	0	8	-5	1.0	0.32	25
COc1ccc(/C=C/C(=O)NCCCc2ccccc2)cc1OC	-6	1	0.3	-8	-9	-20	0.9	-0.27	1
CCOC(=O)c1cnc2c(C(=O)OC)cccc2c1NCCN1CCOCC1	-7	6	-0.3	-5	-8	3	-1.7	0.22	1
Cc1ccc(S(=O)(=O)N2CCN(C(=O)c3n[nH]c(=O)c4ccccc34)CC2)cc1	2	5	0.2	-3	3	-1	1.4	-2.2	-7
CC1CCN(c2ccccc2NC(=O)c2ccc(C#N)cc2F)CC1	-1	11	2.1	-2	7	3	-1.6	0.083	-6
COc1ccc(C(CNC(=O)c2cc3ccccc3o2)N2CCCCC2)cc1 (stereo unspecified)	-6	2	-0.3	-9	14	-4	1.6	-0.15	7
COc1cc(C(=O)OCCNC(=O)c2ccncc2)cc(OC)c1OC	-5	3	0.3	-9	-5	1	2.4	-0.35	0
O=C(NCc1ccccn1)[C@H]1C[C@@H]1[C@H](NP(=O)(c1ccccc1)c1ccccc1)c1ccccc1	3	11	0.2	-2	2	-1	-1.2	-0.64	-6
O=C(NNS(=O)(=O)c1ccc(Cl)cc1)c1cc(-c2ccccc2)nc2ccccc12	-2	7	3.3	-9	-15	-17	1.0	0.91	0
Cc1ccc(N(CC(=O)Nc2ccccc2C(=O)N2CCOCC2)S(C)(=O)=O)cc1	1	7	1.4	3	2	-12	-0.4	-1.2	11
CN1CCc2nc(SCC(=O)Nc3ccc(Cl)cc3)c(C#N)cc2C1	-3	5	-0.2	10	-12	-1	2.1	.	9
O=C(NCCN1CCOCC1)c1ccc(CS(=O)(=O)c2ccc(Cl)cc2)o1	-5	-2	0.5	-2	0	-1	-2.2	-0.073	1
CCC/C=C(\CCC)C(NS(=O)(=O)c1ccc(C(F)(F)F)cc1)c1ccccc1 (stereo unspecified)	1	10	4.2	1	-6	-10	0.4	-0.72	0
C/C(=N\Nc1ncc(Cl)cc1Cl)c1ccc(OC(F)F)cc1	0	6	2.6	-2	2	4	2.1	0	0
Cc1ccc([N+](=O)[O-])cc1S(=O)(=O)NCCc1cn2ccccc2n1	-1	7	-0.5	-7	.	2	4.9	0.84	20
C=CCNC(=O)c1c2c(nc3ccccc13)-c1ccccc1CC2	3	12	-0.1	-3	11	-12	-6.7	-0.66	1
COc1cccc(C(=O)OCCN(C)C(C)(C)C)c1	-3	-1	0.2	-2	.	4	1.0	-0.66	18
CCOC(=O)c1nn(-c2ccccc2)c2nnc(Cc3ccc(Cl)cc3)c(=O)n12	13	18	0.6	6	19	9	0.0	-1.2	-1
CN1/C(=C/C=N/n2cnnc2)C(C)(C)c2ccccc21	-11	17	0.4	0	1	9	-1.9	1.1	3
Cc1sc2nc(SCC(=O)N3CCN(CCO)CC3)n(-c3ccccc3)c(=O)c2c1C	7	14	-1.5	4	-2	-6	-1.7	0.15	-11
NS(=O)(=O)c1ccc(N/N=C/c2ccc[nH]2)c([N+](=O)[O-])c1	-1	8	0.7	2	-6	2	-6.6	1.5	13
O=c1cc(CN2CCN(c3ccccc3)CC2)nc2scc(-c3ccccc3)n12	-5	0	1.4	-4	-14	-1	1.9	-1.5	26
O=[N+]([O-])c1ccccc1S(=O)(=O)N1CCN(Cc2ccc3c(c2)OCO3)CC1	2	8	0.5	-2	7	0	0.5	0.46	2
Cc1cc(C)c2c3c(cn2n1)c(=O)n(C)c(=O)n3C	.	.	-0.1	.	1	.	0.2	0.71	-11
Cc1ccc(S(=O)(=O)Nc2c(C)n(C)n(-c3ccccc3)c2=O)cc1C(=O)OCC(=O)N1CCCC(C)C1 (stereo unspecified)	-6	-10	1.9	-1	3	-23	0.3	0.51	7
CC(C)COc1ccc(N)cc1OCC(C)C	13	9	-0.2	3	6	-9	-1.4	0.0046	-1
O=C(O)C1CCCCC1C(=O)Nc1ccccc1Cl (stereo unspecified)	0	7	-0.1	2	-3	-5	-3.9	.	0
CCOC(=O)c1c(NC(=O)CSc2nnc(C)s2)sc2c1CCN(C)C2	0	-3	-0.2	-1	-37	-17	-0.7	-0.03	6
CCc1c(C)nc(SCC(=O)CC(=O)OC(C)C)c(C#N)c1C	2	8	2.8	0	-3	0	1.3	.	1
S=c1nc(C2COc3ccccc3O2)[nH][nH]1 (stereo unspecified)	-3	2	0.8	-4	.	-4	0.9	0.046	20
O=C1CCC([N+](=O)[O-])C(c2cc3c(cc2Cl)OCO3)N1 (stereo unspecified)	0	8	4.7	-12	-6	3	0.0	0.028	14
CC(C)(C)NC(=O)CSc1nnc(NC(=O)c2ccccc2Cl)s1	-4	-8	-0.6	-12	-7	-8	1.8	0.51	-1
CC(C)=C(NC(=O)c1ccco1)C(=O)NCCc1nc2ccccc2[nH]1	-6	-1	0.7	-3	-4	-18	-0.1	-0.086	0
O=C(CSc1ncnc2c1oc1ccccc12)Nc1cccc(Cl)c1	-5	2	1.9	-15	-1	-5	0.8	.	51*
OC(COc1ccccc1)Cn1cc(Br)cn1 (stereo unspecified)	8	16	-0.6	7	2	4	4.2	.	-1
N=C1C(c2nc3ccccc3[nH]2)=C(O)CN1c1ccc(F)cc1	1	9	0.5	-8	0	-208	2.3	0.0006	24
COc1ccc(NC(=O)CCSCCc2ccccn2)cc1OC	2	15	-0.2	3	-7	5	-0.3	1.3	5
C=CCc1cc(C=O)cc(OCC)c1O	-1	7	1.8	-6	-2	3	-0.4	-0.17	15
CC1CCCC(C(=O)OCc2ccccc2)N1 (stereo unspecified)	4	3	0.2	3	4	5	-0.1	-0.21	-1
COc1ccc(S(=O)(=O)N2CC(O)CC2C(=O)Nc2cccnc2)cc1 (stereo unspecified)	-5	1	0.6	-5	18	-6	2.8	.	6
O=S1(=O)C=C(Oc2ccc3ccccc3c2)c2ccccc21	5	7	-0.1	2	0	-11	-3.0	-4.2	0
O=C(NC(=S)Nc1ccccc1Cl)c1csnn1	6	16	0.0	2	8	-20	-2.1	17*	7
Cc1cccc(NC(=O)CCc2ccccc2)c1	4	4	0.2	-2	3	2	1.1	-0.63	13
O=[N+]([O-])/C=C/c1cn(Cc2ccccc2)c2ccccc12	18	28	-0.5	2	-14	-6	-18	0.097	1
COc1ccc(C(NC(=O)c2ccc(F)cc2)c2ccccc2)cc1 (stereo unspecified)	2	11	0.6	-14	2	-10	0.7	-0.084	1
Cc1ccc(C(C)C)cc1OCCN1CCCC1	7	14	0.1	1	.	-5	5.2	0.17	3
Cc1cccc(C(C)C)c1NC(=O)c1cccnc1	4	22	0.1	-3	4	2	0.5	0.11	-7
O=C1c2ccccc2C(=O)N1CC1CCCO1 (stereo unspecified)	15	10	0.0	0	1	5	-0.4	0.24	1

(continued)
SMILES	FXIa inh 1536	FXIIa inh	zVAD death inh	Thrombin inh	Rad51 HR inh	KLK5 inh	TNF necrop inh	Cl transport mod	Hck Nef HTS
CSc1ccc(NC(=O)Nc2cccn(Cc3ccccc3)c2=O)cc1	-4	3	20	-11	16	66*	-11	-0.73	18
Cc1ccc(C2N(c3ccc(F)cc3)C(=O)C3CCCN32)cc1 (stereo unspecified)	1	13	0.4	-6	0	-3	0.9	-0.0075	5
Cc1c(C(=O)NNC(=S)Nc2cccc(Cl)c2)nnn1-c1ccccc1	2	7	0.2	-3	.	-86	0.2	2.9	6
COc1ccc(S(=O)(=O)NNC(=O)c2cccs2)cc1	-2	4	0.7	-2	-10	-2	-0.6	1	20
CC(=O)N=C1SC2CS(=O)(=O)CC2N1c1c(Cl)cccc1Cl (stereo unspecified)	4	7	-0.3	-4	-6	13	0.0	.	1
CCCCn1c(SCC(N)=O)nc2ccc(N3CCOCC3)cc2c1=O	-1	5	0.0	2	5	-22	-3.7	.	1
CCn1c(SCC(=O)N/N=C/c2ccc(C)s2)nc2ccccc21	0	14	2.5	2	10	2	-3.2	-1.3	3
Cc1cc(C(=O)Nc2c(C)nn(Cc3ccccc3Cl)c2C)no1	3	16	0.1	-7	-2	-3	-3.5	-0.83	1
COC(=O)c1ccc(NC(=O)c2ccc(CN3CCOCC3)cc2)cc1	6	3	0.2	1	0	0	-4.7	.	1
Cc1ccc(C(C(=O)NC(C)(C)C)N(Cc2cccs2)C(=O)c2ccc3c(c2)OCCO3)cc1 (stereo unspecified)	21	23	0.3	3	5	-18	1.4	-1.7	6
